# Neddyl block = inhibitors of human cullin neddylation | P61081+Q13564 | TR-FRET cullin neddylation, biochemical | calls only at 25 µM | 0.58% of 360,000 active; in the data active = inhibition above about 36%
# Rpn11 inh = blocks the human proteasome subunit Rpn11; O00487; calls only at 20 µM; human 26S proteasome, Ub4-pepOG fluorescence polarization; 20S core pre-blocked with epoxomicin; 0.59% of 360,000 active;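 active = inhibition at 20 µM, scaled to each plate's controls, above about 33%, limit read from the data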
# Target sequence (O00487 whole entry, looked up): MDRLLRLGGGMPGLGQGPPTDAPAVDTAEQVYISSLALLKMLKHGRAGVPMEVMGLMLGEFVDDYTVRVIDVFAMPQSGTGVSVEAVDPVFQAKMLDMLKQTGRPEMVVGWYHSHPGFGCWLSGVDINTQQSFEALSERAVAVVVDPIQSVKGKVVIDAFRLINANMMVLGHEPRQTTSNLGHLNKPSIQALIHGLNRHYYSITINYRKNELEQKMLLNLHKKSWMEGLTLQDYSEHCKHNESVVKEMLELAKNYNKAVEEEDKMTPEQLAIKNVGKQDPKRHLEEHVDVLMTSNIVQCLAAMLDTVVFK
# FAS TE block = inhibitors of human fatty acid synthase thioesterase domain; recombinant FAS-TE, OMFH fluorogenic substrate, fluorescence endpoint; 0.67% of 360,000 active; inhibition, % at 15 µM; AID 602261; P49327;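 active = compounds whose normalised, plate-corrected inhibition of enzyme fluorescence in the single-dose primary screen is 50% or more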;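 also: 0% = DMSO with enzyme and 100% = substrate without enzyme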
# CSN inh = CSN deneddylation inhibition; Q92905; Purified CSN, SCF-Nedd8-OG deneddylation, fluorescence polarization; inhibition, % at 12.5 µM; 0.38% of 360,000 active; AID 651999;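 active = pattern-corrected inhibition above about 35%, with an unprinted fluorescence ratio check between 0.5 and 1.5, limit read from the data, passing the limit was not always enough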;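 also: 0% = enzyme with substrate and 100% = substrate without enzyme; some results filed as inactive read as strong as hits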
# Target sequence (Q92905 whole entry, looked up, one chain of several): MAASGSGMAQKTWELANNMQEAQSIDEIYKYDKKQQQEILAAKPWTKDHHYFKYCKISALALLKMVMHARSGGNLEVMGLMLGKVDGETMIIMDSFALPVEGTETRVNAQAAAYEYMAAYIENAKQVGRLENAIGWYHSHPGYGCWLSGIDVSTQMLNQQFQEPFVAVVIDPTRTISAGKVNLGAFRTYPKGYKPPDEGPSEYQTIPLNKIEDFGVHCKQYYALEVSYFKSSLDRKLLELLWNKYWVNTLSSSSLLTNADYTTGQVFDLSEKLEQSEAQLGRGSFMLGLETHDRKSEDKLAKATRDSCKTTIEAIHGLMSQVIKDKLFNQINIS
#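 Assay system: purified human Csn5 enzyme expressed in HEK293T cells; Input: 0.24 nM Csn5 enzyme, final concentration; Reagent: 10 nM SCFSkp2-Nedd8OG; Compound dosing: 12.5 µM single point; Times: reaction 90 min, room temperature; Technique: fluorescence polarization readout.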
# Rin1 Abl inh = inhibitors of human Rin1-Abl protein interaction; P00519+Q13671; 0.4% of 360,000 active; inhibition, % at 7.35 µM; TR-FRET Rin1/Abl binding, biochemical; AID 588664; in the data active = inhibition above about 5%, passing the limit was not always enough
# MLLE-PAM2 inh = inhibitors of microRNA-mediated deadenylation, human PABP1 MLLE binding | P11940 | GST-MLLE / FITC-PAM2 fluorescence polarization | inhibition, % at 20 µM | 0.36% of 360,000 active | AID 588489; in the data active = inhibition above about 35%, passing the limit was not always enough;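 also: plate controls were DMSO wells with GST-MLLE for no effect and wells lacking GST-MLLE protein for full effect; some results filed as inactive read as strong as hits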
# NadD inh = NadD (S. aureus) enzyme inhibition; inhibition, % at 20 µM; purified NadD enzyme, colorimetric absorbance read-out; AID 602399; 0.78% of 360,000 active; in the data active = inhibition above about 26%; also: some compounds past the cut are filed as inactive
# SKN-1 inh = C. elegans SKN-1 inhibition | C. elegans VP596 Pgst-4::GFP/RFP ratio, acrylamide-induced, 24 h | inhibition, % at 21.8 µM | 0.49% of 360,000 active;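 active = interference check ratio from 0.5 to 1.5 plus GFP to RFP signal ratio inhibition reaching or exceeding a fixed threshold, cut at about 30% in these data, passing the limit was not always enough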; also: some compounds called inactive have numbers as strong as hits
# MT1-MMP act inh = blocks activation of human MT1-MMP. P50281. HT1080 RFP-PRO-GFP cells, GFP/RFP ratio fluorescence, overnight; percent of plate control window, DMSO zero. GFP/RFP ratio change, % at 20 µM. 0.061% of 360,000 active. AID 651647;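 active = GFP/RFP ratio change of at least 30% with cell ATP level not reduced by more than half and red fluorescence within 50% of control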; also: strong numbers were not always called active
#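 Assay system: HT1080 RFP-PRO-GFP cells | Dosing: 20 µM single dose, 1% DMSO | Incubation: Cells overnight before dosing, compound overnight, 37 °C, 5% CO2 | Evaluation: GFP/RFP fluorescence ratio | Control set: DMSO-only wells and HT1080 RFP-L50D-GFP cell wells as references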
# * hit, by the source's call; i = inactive; . = not tested or not shown.
SMILES,Neddyl block,Rpn11 inh,FAS TE block,CSN inh,Rin1 Abl inh,MLLE-PAM2 inh,NadD inh,SKN-1 inh,MT1-MMP act inh
COCCNC(=O)[C@@H]1CSC2c3ccc(OC)c(OC)c3C(=O)N21 (stereo partly specified),.,i,-5,0,1,24,-3,-3,0
COc1cccc(C2(c3cccc(OC)c3)CC2C(=O)Nc2ccccc2Cl)c1 (stereo unspecified),i,i,26,-2,2,-4,-8,17,-7
CC1=C(C(=O)N(C)C)CC(CC(=O)NCCN2CCOCC2)C(=O)N1CCC1=CCCCC1 (stereo unspecified),i,i,-5,-4,-1,-1,-5,13,-1
Cc1cccc(OCCn2cnc(Cl)c2Cl)c1,i,i,7,-1,0,-11,-7,-3,3
COC(=O)C1=CN(c2ccc(F)cc2)C(N)=C(C#N)C1c1cccc(F)c1 (stereo unspecified),i,.,.,-1,.,.,.,14,2
O=c1cccc(-c2cccc3ccccc23)o1,i,.,.,3,.,.,.,6,-4
CSc1ncnc2c1ncn2CCCNCCCN1CCCC1=O,i,i,-5,-1,2,-1,1,0,0
CCOC(=O)/C(C#N)=C/c1c(N2CCN(CC)CC2)nc2c(C)cccn2c1=O,i,i,-1,-4,-5,-10,-4,16,-5
COCCCN1CC(=O)N2C(c3cccc(C)c3)c3[nH]c4ccccc4c3C[C@H]2C1=O (stereo partly specified),i,i,2,4,-1,-7,-4,2,-1
N#Cc1ccc2ccn(CC(=O)NCc3ccco3)c2c1,i,i,2,-2,-1,-3,1,2,0
CC1(C(=O)Nc2ccc3ccccc3c2)CC1(Br)Br (stereo unspecified),i,i,-1,-4,-3,6,-6,-5,0
CC[C@]1(C(=O)OC)[C@H]2C(=O)N(Cc3ccccc3)C(=O)[C@H]2[C@H]2CN(C)C(=NC)N21,i,i,-8,-8,2,2,7,-13,-1
O=C1Nc2ccc(S(=O)(=O)NCc3ccco3)c3cccc1c23,.,i,-10,18,-7,27,-3,-4,0
Cc1cc(Cl)c(OCCCN2CCCCC2)c(Br)c1,i,i,-5,-1,0,3,0,4,5
Cc1ccc(NC(=O)c2ccccc2-c2ccccc2C(=O)O)cc1C,i,i,0,0,-2,3,1,7,3
COc1ccc(OC)c(NC(=O)CSc2nc3[nH]c(=O)[nH]c(=O)c3s2)c1,i,i,-1,-2,0,-2,11,0,-2
Cc1[nH]nc(NNC(=O)c2ccccc2)c1[N+](=O)[O-],i,i,-2,-2,-3,-23,1,-8,1
O=C(NC(=S)Nc1ccc(N2CCOCC2)cc1)c1ccccc1,i,i,0,-1,2,20,-3,11,3
CC(NC(=O)C(=O)N1CCCCC1)C(c1cccs1)N1CCN(c2ccccc2)CC1 (stereo unspecified),i,i,-5,-3,3,-4,5,12,-5
NC(=O)C1(C(N)=O)OC1c1ccc(Cl)c(Cl)c1 (stereo unspecified),i,i,-2,6,0,-18,-6,-8,2
COc1ccc(CCNC(=O)CC2SC(N)=NC2=O)cc1OC (stereo unspecified),i,i,-13,3,-1,-2,-7,-7,0
C#CC(CC)(CC)NC(=O)c1cc(S(=O)(=O)N2CCCCC2)ccc1N1CCOCC1,i,i,2,0,-2,-5,-2,-6,-4
Cc1ccc(C(=O)CSc2nnc(COc3ccccc3)o2)cc1,i,i,15,-4,1,-26,-7,-10,4
CCOC(=O)NN=C1CCC(c2ccccc2)CC1 (stereo unspecified),i,i,-4,-1,1,4,-1,14,-2
O=C(CCc1nc2ccccc2s1)OCC(=O)c1ccc[nH]1,i,i,-2,4,-4,-1,-2,15,1
CCO[C@@H]1OC(C(=O)Nc2ccccc2)=C[C@H](C)[C@H]1CCCO,i,i,-13,-3,1,-1,-2,-2,9
CN(Cc1ccccc1)C(=O)c1cn(C)c2ccc(S(=O)(=O)N3CCCC3)cc2c1=O,i,i,-7,-2,2,-2,-1,13,-2
O=C(O)CN1CCN(Cc2ccc(Cl)cc2)C1=O,i,i,-7,0,3,-2,2,1,2
N#Cc1c(NC(=O)CSc2n[nH]c(Cc3ccccc3)n2)oc(-c2ccccc2)c1-c1ccccc1,i,i,-125,1,-1,-27,8,18,-1
Cc1cccc(C)c1NC(=O)C1(NC(=O)c2cnccn2)CCCCC1,i,i,-13,0,-1,4,0,1,4
Cc1ccc(S(=O)(=O)N2CCN(c3nc(CN4CCCC4)nc4sc(C)c(C)c34)CC2)cc1,i,i,4,8,-2,-33,27,0,-3
Cc1ccccc1-c1nc(S(=O)(=O)c2ccc(Br)cc2)c(NCc2cccnc2)o1,i,i,22,4,1,2,2,1,-13
COc1ccc(C2=NOC(C(=O)Nc3cc(C)nn3-c3ccccc3)C2)cc1OC (stereo unspecified),i,i,-4,-9,-6,-12,-5,0,4
O=C(N=c1ccn(-c2nc3ccccc3nc2NS(=O)(=O)c2ccc(Cl)cc2)cc1)c1cccs1,i,i,-5,11,0,-17,29*,-6,-59
Cc1cccnc1NC(=O)CCNC(=O)c1ccc(Br)cc1,i,i,-4,0,1,0,-3,3,-1
COc1ccccc1C(=O)Nc1ccnn1C1CCN(CC2CC=CCC2)CC1 (stereo unspecified),i,i,-2,3,7,-10,-1,-15,0

# Taken from the entries so far for reference:
SMILES,Neddyl block,Rpn11 inh,FAS TE block,CSN inh,Rin1 Abl inh,MLLE-PAM2 inh,NadD inh,SKN-1 inh,MT1-MMP act inh
Cc1cccnc1NC(=O)CCNC(=O)c1ccc(Br)cc1,i,i,-4,0,1,0,-3,3,-1
COc1ccccc1C(=O)Nc1ccnn1C1CCN(CC2CC=CCC2)CC1 (stereo unspecified),i,i,-2,3,7,-10,-1,-15,0

# Of the compounds above, 3 have a thiophene ring, fused or not.
SMILES,Neddyl block,Rpn11 inh,FAS TE block,CSN inh,Rin1 Abl inh,MLLE-PAM2 inh,NadD inh,SKN-1 inh,MT1-MMP act inh
CC(NC(=O)C(=O)N1CCCCC1)C(c1cccs1)N1CCN(c2ccccc2)CC1 (stereo unspecified),i,i,-5,-3,3,-4,5,12,-5
Cc1ccc(S(=O)(=O)N2CCN(c3nc(CN4CCCC4)nc4sc(C)c(C)c34)CC2)cc1,i,i,4,8,-2,-33,27,0,-3
O=C(N=c1ccn(-c2nc3ccccc3nc2NS(=O)(=O)c2ccc(Cl)cc2)cc1)c1cccs1,i,i,-5,11,0,-17,29*,-6,-59

# Next section.
SMILES,Neddyl block,Rpn11 inh,FAS TE block,CSN inh,Rin1 Abl inh,MLLE-PAM2 inh,NadD inh,SKN-1 inh,MT1-MMP act inh
Cc1ccc(C)c(/C(O)=C2\C(=O)C(=O)N(CCCn3ccnc3)C2c2ccncc2)c1 (stereo unspecified),i,i,-8,-2,1,-1,-1,3,-2
CCOC(=O)CCCNC(=O)CCNC(=O)c1ccc(OCCC(C)C)cc1,i,i,-4,-1,-1,3,-6,22,1
CCOC(=O)c1c(C)[nH]c(C)c1S(=O)(=O)N1CCC(c2ccccc2)C1 (stereo unspecified),i,i,0,-3,-3,-5,-5,8,-3
Cc1ccc(N(CC(=O)N2CCn3c2nc2ccccc23)S(=O)(=O)c2c(C)n[nH]c2C)cc1,i,i,11,-2,3,0,12,2,2
COc1ccc(-c2nc(CS(=O)(=O)CC(=O)NCc3cccc(Br)c3)c(C)o2)cc1,i,i,17,10,-3,0,-6,-15,7
Cc1nc(-c2ccc(S(=O)(=O)NCc3ccccn3)s2)cs1,i,i,-2,-4,0,6,2,6,1
C[C@H](CO)N1C[C@H](C)[C@@H](CN(C)C(=O)Nc2ccc(F)cc2)Oc2cc(Br)ccc2S1(=O)=O,i,i,-7,6,2,6,4,11,2
O=C(Nc1ccc2nc3n(c(=O)c2c1)CCCC3)c1cccc([N+](=O)[O-])c1,i,i,2,2,-3,9,3,3,1
COc1cc(C(=O)OCC(=O)Nc2c(F)cccc2F)cc(OC)c1C,i,i,-4,-1,-1,-7,-1,6,5
CCOC(=O)CSc1nnc(Cc2ccccc2)n1-c1cccc(Cl)c1,i,i,-1,1,2,-16,-7,-22,-1
CC(C)N(Cc1nccn1C)C(=O)c1cc(COc2ccc3ncccc3c2)on1,i,i,-4,6,-3,-7,7,10,-7
NC(=O)[C@@H]1CCCN1Cc1nc(-c2ccccc2)no1,i,i,-1,-7,4,0,-4,-10,-1

# Next part; the last six above are carried over.
SMILES,Neddyl block,Rpn11 inh,FAS TE block,CSN inh,Rin1 Abl inh,MLLE-PAM2 inh,NadD inh,SKN-1 inh,MT1-MMP act inh
C[C@H](CO)N1C[C@H](C)[C@@H](CN(C)C(=O)Nc2ccc(F)cc2)Oc2cc(Br)ccc2S1(=O)=O,i,i,-7,6,2,6,4,11,2
O=C(Nc1ccc2nc3n(c(=O)c2c1)CCCC3)c1cccc([N+](=O)[O-])c1,i,i,2,2,-3,9,3,3,1
COc1cc(C(=O)OCC(=O)Nc2c(F)cccc2F)cc(OC)c1C,i,i,-4,-1,-1,-7,-1,6,5
CCOC(=O)CSc1nnc(Cc2ccccc2)n1-c1cccc(Cl)c1,i,i,-1,1,2,-16,-7,-22,-1
CC(C)N(Cc1nccn1C)C(=O)c1cc(COc2ccc3ncccc3c2)on1,i,i,-4,6,-3,-7,7,10,-7
NC(=O)[C@@H]1CCCN1Cc1nc(-c2ccccc2)no1,i,i,-1,-7,4,0,-4,-10,-1
CN(C)S(=O)(=O)c1ccc(NC(=O)c2cc(-c3cccs3)nc3ccccc23)cc1,.,i,32,-2,0,-6,16,2,-13
COc1cc(S(=O)(=O)N2CCN(C(=O)C3CC3)CC2)ccc1NC(C)=O,i,i,-4,2,0,-1,-4,-12,0
Clc1cccc(Cl)c1CSc1nnc(-c2sccc2-n2cccc2)o1,i,i,20,1,-2,-69,3,-13,0
CC1(C)C[C@@H](O)CC2(C1)C[C@]1(C)CC(O)[C@H]2C(C)(C)C1 (stereo partly specified),i,i,-2,4,3,-2,-4,1,-1
CN(C)c1nnnn1-c1ccc(Cl)cc1,i,i,-4,4,1,6,-8,-2,4
Cc1ccc(C2=NN(S(=O)(=O)c3ccccc3)C(c3ccccc3O)C2)cc1 (stereo unspecified),i,.,14,61*,1,-126,10,74,-19
CC(OC(=O)CCN=C1NS(=O)(=O)c2ccccc21)C(=O)Nc1ccc(F)cc1 (stereo unspecified),i,i,-4,1,1,5,-4,-8,2
CC(=O)Oc1cccc(NC(=O)c2cccc(C(=O)Nc3cccc(OC(C)=O)c3)c2)c1,i,i,4,5,0,1,-5,7,1
C[C@H](CO)N1C[C@H](C)[C@H](CN(C)S(=O)(=O)c2cccc(F)c2)Oc2cc(Br)ccc2S1(=O)=O,i,i,10,-1,-4,8,-4,-14,-1
CC1=NN(C(=S)Nc2ccccc2)C(c2ccccc2)C1 (stereo unspecified),i,i,4,-4,-2,-54,2,6,4
C=CCc1c(Cl)nc(C)nc1NCc1ccccc1,i,i,1,4,1,5,2,24,-4
CC#CCOCC1CNC(=O)O1 (stereo unspecified),i,i,-6,2,0,-1,-2,15,6
O=C(N/N=C/C(Cl)=C\c1ccccc1)c1cnccn1,i,i,-11,-1,0,-14,-3,-22,0

# Assay outcomes from PubChem BioAssay.
